# BioA inh – blocks M. tuberculosis BioA enzyme activity; purified M. tuberculosis BioA enzyme, plate reader; inhibition, % at 9.99 µM; 0.096% of 360,000 active; in the data active means inhibition above about 40%
# An asterisk follows results filed as active.
> CN1c2ccc(-c3cccc(F)c3)cc2[C@@H]2[C@@H](CCN2C(=O)Nc2ccccc2F)[C@@H]1CO
  BioA inh: 0.4
> O=C(N[C@H]1CC[C@@H](CCn2cc(Cc3ccccc3)nn2)O[C@H]1CO)c1ccccn1
  BioA inh: -0.4
> C[C@H]1CCCCO[C@@H](CN(C)C)[C@@H](C)CN([C@@H](C)CO)C(=O)c2cc(NS(=O)(=O)c3ccccc3)ccc2O1
  BioA inh: -4.1
> C[C@H](CO)N1C[C@H](C)[C@H](CN(C)Cc2ccc(Cl)c(Cl)c2)OCc2cnnn2CCCC1=O
  BioA inh: 2.6
> CO[C@H](CN(C)S(=O)(=O)c1ccc(F)cc1)[C@@H](C)CN(C(=O)Nc1ccccc1F)[C@H](C)CO
  BioA inh: -1.2
> Cc1noc(C)c1NC(=O)Nc1ccc2c(c1)C(=O)N([C@@H](C)CO)C[C@@H](C)[C@H](CN(C)C(=O)NC1CCCCC1)O2
  BioA inh: -2.6
> C[C@@H]1CCCCO[C@@H](CN(C)C(=O)c2ccccc2)[C@H](C)CN([C@H](C)CO)C(=O)c2cc(NC(=O)CCC(F)(F)F)ccc2O1
  BioA inh: -0.7
> CCC(=O)N(C)C[C@H]1Oc2cc(-c3ccccc3C)ccc2S(=O)(=O)N([C@H](C)CO)C[C@@H]1C
  BioA inh: 0.9
> C[C@H]1CCCCO[C@H](CN(C)Cc2ccc(Cl)c(Cl)c2)[C@@H](C)CN([C@@H](C)CO)C(=O)c2cc(NC(=O)Nc3ccccc3)ccc2O1
  BioA inh: -0.2
> CN1c2ccc(-c3ccccc3)cc2[C@H]2[C@H](CCN2C(=O)c2ccncc2)[C@@H]1CO
  BioA inh: 4.1

> Cc1ccc(S(=O)(=O)Nc2ccc3c(c2)C(=O)N([C@@H](C)CO)C[C@H](C)[C@H](CN(C)C(=O)Cc2ccccc2)OCCCC[C@@H](C)O3)cc1
  BioA inh: 0.2
> C[C@H]1CCCCO[C@@H](CN(C)C(=O)C2CCCCC2)[C@@H](C)CN([C@@H](C)CO)C(=O)c2cc(NC(=O)NC3CCCCC3)ccc2O1
  BioA inh: -0.1
> CCCNC(=O)Nc1ccc2c(c1)C(=O)N(C)C[C@H](OC)[C@@H](C)CN(C(=O)C1CCC1)[C@@H](C)CO2
  BioA inh: -1.8
> COc1ccc(S(=O)(=O)Nc2ccc3c(c2)CC(=O)N([C@@H](C)CO)C[C@@H](C)[C@H](CN(C)C(=O)Nc2ccc4c(c2)OCO4)O3)cc1
  BioA inh: 0.2
> C[C@H]1CN([C@@H](C)CO)C(=O)c2cc(NC(=O)CCN3CCOCC3)ccc2O[C@H]1CN(C)Cc1ccccc1
  BioA inh: -1.0
> O=C(C[C@H]1CC[C@@H]2[C@H](COC[C@@H](O)CN2C(=O)Cc2ccccc2)O1)NC1CCCC1
  BioA inh: 0.6
> COc1ccc(CN(C)C[C@H]2OCCCC[C@@H](C)Oc3ccc(NC(=O)Nc4ccc(F)cc4)cc3C(=O)N([C@H](C)CO)C[C@H]2C)cc1
  BioA inh: -1.4
> CO[C@@H]1CN(C)C(=O)c2cc(NC(=O)c3nc4ccccc4s3)ccc2OC[C@@H](C)N(Cc2cncnc2)C[C@@H]1C
  BioA inh: 1.3
> CN1C(=O)c2cc(NC(=O)C3CCCCC3)ccc2OC[C@@H]2O[C@H](CC(=O)NCCc3ccncc3)CC[C@@H]21
  BioA inh: 0.4
> C[C@@H]1CCCCO[C@@H](CN(C)S(=O)(=O)c2ccc(F)cc2)[C@@H](C)CN([C@@H](C)CO)C(=O)c2cc(NS(=O)(=O)c3cccs3)ccc2O1
  BioA inh: 1.6

> CO[C@H]1CN(C)C(=O)c2ccc(NC(=O)C3CCCC3)cc2OC[C@H](C)N(C(C)=O)C[C@@H]1C
  BioA inh: 0.4
> CCC(=O)Nc1ccc2c(c1)C(=O)N(C)C[C@H](OC)[C@@H](C)CN(C(=O)c1cccnc1)[C@H](C)CO2
  BioA inh: -1.8
> CCCNC(=O)C[C@@H]1CC[C@@H]2[C@H](COC[C@@H](O)CN2C(=O)c2cc(Cl)cc(Cl)c2)O1
  BioA inh: 1.3
> CC(C)NC(=O)Nc1ccc2c(c1)C(=O)N([C@@H](C)CO)C[C@H](C)[C@H](CN(C)Cc1ccc(C(=O)O)cc1)OCCCC[C@H](C)O2
  BioA inh: 2.1
> C[C@@H]1CN([C@@H](C)CO)C(=O)c2cc(NS(=O)(=O)c3cn(C)cn3)ccc2O[C@@H]1CN(C)C(=O)Nc1ccccc1
  BioA inh: -2.4
> CC(=O)N(C)C[C@@H]1Oc2ncc(-c3cccc(C#N)c3)cc2C(=O)N([C@H](C)CO)C[C@H]1C
  BioA inh: 13
> CO[C@H]1CC[C@@H]2CCN(C)C(=O)[C@@H](C)N(C)C(=O)c3cccc(C#N)c3OC[C@H]1O2
  BioA inh: -1.0
> Cc1noc(C)c1NC(=O)Nc1ccc2c(c1)CC(=O)N([C@H](C)CO)C[C@H](C)[C@@H](CN(C)C(=O)NC1CCCCC1)O2
  BioA inh: 3.4
> COc1ccc(S(=O)(=O)Nc2cccc3c2O[C@@H](CN(C)CC2CC2)[C@H](C)CN([C@H](C)CO)C3=O)cc1
  BioA inh: 7.8
> C[C@H]1CN([C@@H](C)CO)C(=O)c2cc(NC(=O)Nc3ccc(F)cc3)ccc2O[C@H]1CN(C)Cc1ccc(C(=O)O)cc1
  BioA inh: -1.2

# 3 compounds out of the list, sorted by SMILES length, largest number first:
> Cc1noc(C)c1NC(=O)Nc1ccc2c(c1)CC(=O)N([C@H](C)CO)C[C@H](C)[C@@H](CN(C)C(=O)NC1CCCCC1)O2
  BioA inh: 3.4
> C[C@H]1CN([C@@H](C)CO)C(=O)c2cc(NC(=O)Nc3ccc(F)cc3)ccc2O[C@H]1CN(C)Cc1ccc(C(=O)O)cc1
  BioA inh: -1.2
> CO[C@H]1CC[C@@H]2CCN(C)C(=O)[C@@H](C)N(C)C(=O)c3cccc(C#N)c3OC[C@H]1O2
  BioA inh: -1.0

# (more compounds)
> CC(=O)N(C)C[C@H]1Oc2cc(C#CC3CC3)ccc2S(=O)(=O)N([C@@H](C)CO)C[C@H]1C
  BioA inh: 0.9
> COc1cccc(NC(=O)N2C[C@@H](O)COC[C@H]3O[C@H](CC(=O)N(C)C)CC[C@@H]32)c1
  BioA inh: 1.6
> CCC(=O)N(C)C[C@H]1Oc2cc(-c3ccc(OC)cc3)ccc2S(=O)(=O)N([C@H](C)CO)C[C@@H]1C
  BioA inh: 2.2
> COc1cccc(C(=O)Nc2ccc3c(c2)C(=O)N(C)[C@@H]2CC[C@H](CC(=O)N[C@H](C)c4ccccc4)O[C@H]2CO3)c1
  BioA inh: -1.1
> COCC#Cc1ccc2c(c1)O[C@@H](CN(C)CC1CCCC1)[C@H](C)CN([C@@H](C)CO)S2(=O)=O
  BioA inh: 0.7
> COCCNC(=O)C[C@H]1CC[C@@H]2[C@H](COC[C@H](O)CN2Cc2cccc(-c3ccncc3)c2)O1
  BioA inh: -1.8
> CCCNC(=O)N(C)C[C@@H]1Oc2cc(C#CCOC)ccc2S(=O)(=O)N([C@@H](C)CO)C[C@@H]1C
  BioA inh: -1.2
> CC(C)C#Cc1ccc2c(c1)O[C@@H](CN(C)C(=O)c1ccncc1)[C@H](C)CN([C@@H](C)CO)S2(=O)=O
  BioA inh: -0.5
> CN1C(=O)c2cc(NC(=O)Nc3ccccc3Cl)ccc2OC[C@H]2O[C@@H](CC(=O)O)CC[C@H]21
  BioA inh: 6.4
> CN1C(=O)c2cc(NC(=O)C3CCCC3)ccc2OC[C@H]2O[C@H](CC(=O)NCC3CC3)CC[C@H]21
  BioA inh: 1.5

> COc1cccc(S(=O)(=O)N2CCCCN3[C@H](CO)[C@H](c4ccc(C#CC5CC5)cc4)[C@H]3C2)c1
  BioA inh: 6.4
> C[C@H]1CN([C@@H](C)CO)C(=O)c2cc(NC(=O)NC3CCCCC3)ccc2O[C@H]1CN(C)C(=O)Nc1ccc(F)cc1
  BioA inh: -1.4
> COCC(=O)N1[C@@H](CO)[C@H](c2ccccc2)[C@@H]1CNC(=O)c1ccccn1
  BioA inh: 4.2
> COc1ccc(NC(=O)N(C)C[C@@H]2OCc3ccccc3-c3ccccc3C(=O)N([C@@H](C)CO)C[C@@H]2C)cc1
  BioA inh: 0.9
> COCC#Cc1ccc2c(c1)O[C@H](CN(C)C(=O)COC)[C@H](C)CN([C@H](C)CO)S2(=O)=O
  BioA inh: -1.6
> C[C@H](CO)N1C[C@H](C)[C@H](CN(C)S(=O)(=O)c2cccs2)Oc2ccc(N(C)C)cc2C1=O
  BioA inh: 16
> Cc1ccc(S(=O)(=O)Nc2ccc3c(c2)CC(=O)N([C@H](C)CO)C[C@H](C)[C@H](CN(C)C(=O)NC(C)C)O3)cc1
  BioA inh: -1.3
> Cc1noc(C)c1S(=O)(=O)Nc1ccc2c(c1)CC(=O)N([C@H](C)CO)C[C@H](C)[C@H](CN(C)C(=O)Nc1ccc(F)cc1)O2
  BioA inh: 0.7
> C[C@H]1CN([C@@H](C)CO)C(=O)c2cc(NS(=O)(=O)c3cn(C)cn3)ccc2O[C@@H]1CN(C)S(=O)(=O)c1ccc(Cl)cc1
  BioA inh: -1.1
> C[C@@H]1CCCCO[C@H](CN(C)S(=O)(=O)c2cccs2)[C@H](C)CN([C@H](C)CO)C(=O)c2cc(NC(=O)Cc3ccccc3)ccc2O1
  BioA inh: -2.2

# Of the compounds above, 2 contain a cyano group:
> CC(=O)N(C)C[C@@H]1Oc2ncc(-c3cccc(C#N)c3)cc2C(=O)N([C@H](C)CO)C[C@H]1C
  BioA inh: 13
> CO[C@H]1CC[C@@H]2CCN(C)C(=O)[C@@H](C)N(C)C(=O)c3cccc(C#N)c3OC[C@H]1O2
  BioA inh: -1.0

# Other compounds follow.
> COc1ccc(S(=O)(=O)N(C)C[C@H]2OCCCC[C@@H](C)Oc3ccc(NC(=O)Nc4ccc(F)cc4)cc3C(=O)N([C@H](C)CO)C[C@@H]2C)cc1
  BioA inh: 0.3
> C[C@H](CO)N1C[C@H](C)[C@H](CN(C)C(=O)CN(C)C)Oc2ncc(-c3ccc(C(=O)N(C)C)cc3)cc2C1=O
  BioA inh: -3.4
> COc1ccc(NC(=O)Nc2ccc3c(c2)CC(=O)N([C@H](C)CO)C[C@H](C)[C@@H](CN(C)C(=O)Nc2c(C)noc2C)O3)cc1
  BioA inh: 1.0
> C[C@@H]1CN([C@@H](C)CO)C(=O)Cc2cc(NS(=O)(=O)c3cccs3)ccc2O[C@@H]1CN(C)Cc1ccncc1
  BioA inh: -0.7
> C[C@@H]1CN([C@H](C)CO)C(=O)c2cc(NC(=O)Nc3ccc4c(c3)OCO4)ccc2O[C@@H](C)CCCCO[C@H]1CN(C)S(=O)(=O)c1ccc(F)cc1
  BioA inh: -2.1
> Cc1ccc(S(=O)(=O)NC2CCN(Cc3ccc(OCCO)cc3)CC2)cc1
  BioA inh: 2.4
> CN(C)CC#Cc1ccc([C@@H]2[C@@H](CO)N3CCCCN(C(=O)C4CCC4)C[C@@H]23)cc1
  BioA inh: -1.3
> CC(C)NC(=O)N(C)C[C@@H]1Oc2ccc(NC(=O)Nc3ccc4c(c3)OCO4)cc2C(=O)N([C@H](C)CO)C[C@@H]1C
  BioA inh: -2.6
> C[C@@H]1CN([C@H](C)CO)S(=O)(=O)c2ccc(C3=CCCC3)cc2O[C@H]1CN(C)C(=O)Cc1ccncc1
  BioA inh: 0.1
> CN(C)C(=O)C[C@@H]1CC[C@@H]2[C@H](COC[C@H](O)CN2C(=O)C2CCCC2)O1
  BioA inh: -1.5

> O=C(C[C@H]1CC[C@@H](NC(=O)C2CC2)[C@H](CO)O1)NCCCN1CCOCC1
  BioA inh: 0.2
> COc1ccc(CN(C)C[C@H]2OCCCC[C@H](C)Oc3ccc(NC(=O)CCC(F)(F)F)cc3C(=O)N([C@@H](C)CO)C[C@H]2C)cc1
  BioA inh: 1.0
> Cc1ccc(S(=O)(=O)Nc2cccc3c2O[C@H](CN(C)C(=O)Nc2ccc4c(c2)OCO4)[C@@H](C)CN([C@@H](C)CO)C3=O)cc1
  BioA inh: -0.5
> C[C@H]1CN([C@@H](C)CO)S(=O)(=O)c2ccc(-c3ccccc3)cc2O[C@H]1CN(C)Cc1ccncc1
  BioA inh: 4.9
> COc1ccc(NC(=O)N(C)C[C@@H]2OCCCC[C@@H](C)Oc3ccc(NS(=O)(=O)c4ccc(F)cc4)cc3C(=O)N([C@H](C)CO)C[C@H]2C)cc1
  BioA inh: 0.8
> COc1ccc(S(=O)(=O)N(C)C[C@@H]2Oc3ccc(NC(=O)Cc4ccccc4)cc3C(=O)N([C@@H](C)CO)C[C@@H]2C)cc1
  BioA inh: -0.4
> CCCNC(=O)[C@H]1[C@H](CO)[C@H]2Cn3c(ccc(/C=C/c4ccccc4)c3=O)[C@@H]1N2C(C)=O
  BioA inh: -1.7
> CO[C@H]1CN(C)C(=O)c2cc(NC(=O)NC3CCCCC3)ccc2OC[C@@H](C)NC[C@@H]1C
  BioA inh: 7.2
> COc1ccc(S(=O)(=O)Nc2cccc3c2O[C@@H](CN(C)Cc2ccc(Cl)c(Cl)c2)[C@@H](C)CN([C@@H](C)CO)C3=O)cc1
  BioA inh: 0.3
> CO[C@@H]1CN(C)C(=O)c2cc(NC(=O)Nc3ccc(Cl)cc3)ccc2OC[C@@H](C)N(C)C[C@@H]1C
  BioA inh: 1.4

> C[C@H](O)C#Cc1ccc2c(c1)O[C@H](CN(C)C(=O)Cc1ccccn1)[C@@H](C)CN([C@H](C)CO)S2(=O)=O
  BioA inh: 4.6
> C[C@@H]1CN([C@@H](C)CO)C(=O)c2cc(NC(=O)C3CCCCC3)ccc2O[C@@H](C)CCCCO[C@H]1CN(C)C(=O)NC1CCCCC1
  BioA inh: 0.8
> O=S(=O)(N[C@H]1CC[C@H](CCn2cc(C3(O)CCCC3)nn2)O[C@@H]1CO)c1ccc(F)cc1
  BioA inh: 5.5
> CO[C@@H]1CN(C)C(=O)c2cc(NC(=O)C3CCCC3)ccc2OC[C@H](C)N(CC2CC2)C[C@H]1C
  BioA inh: -0.3
> C[C@@H]1CN([C@H](C)CO)C(=O)c2cccc(NC(=O)c3cnccn3)c2O[C@H]1CN(C)C(=O)Nc1ccc(F)cc1
  BioA inh: -1.3
> COc1ccc(NC(=O)N(C)C[C@@H]2Oc3c(NS(=O)(=O)c4ccc(OC)cc4)cccc3C(=O)N([C@H](C)CO)C[C@H]2C)cc1
  BioA inh: -2.1
> CO[C@@H](CN(C)C(=O)Nc1ccc(C(F)(F)F)cc1)[C@H](C)CN(Cc1ccccc1Cl)[C@H](C)CO
  BioA inh: 3.6
> CO[C@@H]1CN(C)C(=O)c2cc(NC(=O)c3cc(C)on3)ccc2OC[C@@H](C)N(C(C)=O)C[C@H]1C
  BioA inh: -2.0

# An excerpt; the hit share may differ from the screen's.
